Screening results as filed in PubChem.
EPAC1 agonist – agonists of human EPAC1; hit rate 0.073% among 360,000; EPAC1 agonist qHTS, biochemical assay; response scale: 100% = response to 6.5 mM cAMP; Potency, µM (titrated, usually from 154 µM), for inactives: top-dose activation, usual class: activators; O95398; note: potency is the fitted concentration of half-maximal effect; nearly all actives have a fitted effect of over 60% in size
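Read-out is the fluorescence drop as BODIPY-GDP leaves Rap1B (480 nm excitation, 540 nm emission), recorded every 5 minutes over 30 minutes. Reactions held 100 nM EPAC1, 250 nM Rap1B–BODIPY-GDP and 50 uM GDP, with 6.5 mM cAMP setting full activation.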
PI5P4Ka inh – inhibitors of human PI5P4K alpha; P48426; hit rate 1.2% among 330,000; max response, %; PI5P4Kalpha enzyme, ADP-Glo luminescence, 60 min; hits give low values; active = max response of -50% or lower; inconclusive = between -30% and -50%; inactive = -30% or higher; note: value at the top dose of about 77 µM; % is set by controls: 0 for no effect and ±100 for the full control effect
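Enzyme plus substrate dispensed, test compounds pinned in, then ATP (5 microM final) added. After 60 min at RT, ADP-Glo reagent 1 for 45 min and reagent 2 for 30 min preceded luminescence imaging.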
EPAC1 antagonist – antagonists of human EPAC1; EPAC1 GEF assay, Rap1b-BODIPY-GDP exchange fluorescence; Potency, µM (series often up to 115 µM), for inactives: top-dose activity change, negative = inhibition, actives largely listed as inhibitors; hit rate 0.14% among 360,000;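 note: potency is the fitted concentration of half-maximal effect; plate controls were vehicle for no effect and positive control for full effect; nearly all actives have a fitted effect of over 50% in size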
IL2 activator – IL-2 activation; AID 652025; IL-2 activation reporter assay, cell-based qHTS; stimulated with anti-CD3/CD4/CD28 beads; in transgenic mouse T cells; activation, % (series mostly up to about 46 µM); hit rate 0.065% among 360,000; in the data active = activation above about 50%; inconclusive = mostly about 30% to 49%; note: 0% is about no effect
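Readout: EGFP and DsRed signals by fluorescent plate cytometry. Unstimulated transgenic mouse T cells received compound 60 min before antibody-bead stimulation, then incubated 18 h at 37 degrees C.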
WRN helicase inh – inhibitors of human WRN helicase; WRN helicase unwinding, fluorescent forked duplex, kinetic; hit rate 0.46% among 360,000; Potency, µM (top dose mostly 114 µM), for the others: at the highest dose activity change, negative = inhibition, hits mostly inhibitors; AID 651768; Q14191; note: potency is the fitted concentration of half-maximal effect; % is set by controls: 0 for no effect and ±100 for the full control effect; nearly all actives have a fitted effect of over 55% in size
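Enzyme (20 nM final) and test compound sit together 15 min at room temperature before substrate addition. Substrate is a single-forked duplex oligonucleotide (100 nM) labelled with fluorophore and quencher, with 2 mM ATP; helicase unwinding raises red fluorescence, read kinetically.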
PLK1 PBD block – PLK1 (human) polo-box domain binding inhibition; P53350; Plk1 PBD binding of FITC phosphopeptide, fluorescence polarization; Potency, µM, without a hit: max response, negative = inhibition, usual class: inhibitors; hit rate 2.8% among 360,000; AID 720504; note: potency is the fitted concentration of half-maximal effect; series mostly up to about 57 µM; % is set by controls: 0 for no effect and ±100 for the full control effect; nearly all actives have a fitted effect of over 65% in size
aSyn rescue – alpha-synuclein toxicity inhibition in yeast | Potency, µM (doses to about 46.1 µM), without a hit: at the top dose growth rescue (activation), most hits filed as activators | AID 652106 | Yeast expressing alpha-synuclein, growth rescue, BacTiter-Glo, 24 h | hit rate 0.14% among 370,000; note: potency is the fitted concentration of half-maximal effect; % of control where 0% means no effect; nearly all actives have a fitted effect of over 65% in size
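Rescue of yeast growth: cells expressing toxic alpha-synuclein, induced in galactose at OD600 0.02, incubated with compound 24 h at 30 C. ATP luminescence quantified growth; inhibitors of toxicity appear as activators.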
FUS suppressor – FUS proteinopathy suppression in yeast. S. cerevisiae FUS-expressing, growth rescue, OD600, 24 h. Potency, µM (top dose mostly 76.6 µM), for the others: at the top dose growth rescue (activation), most hits filed as activators. hit rate 0.24% among 390,000;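 note: potency is the fitted concentration of half-maximal effect; plate controls were DMSO vehicle for no effect and reference control for full effect; nearly all actives have a fitted effect of over 55% in size; some results filed as inactive show a strong effect at the top dose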
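Compound concentration series was pinned onto galactose-induced FUS-expressing yeast seeded at OD 0.005. Plates sat 24hr at 30C; absorbance at 600 nm gave growth. DMSO served as background control.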
Abeta yeast res – restores growth of yeast expressing A-beta42 peptide | Potency, µM (doses to about 46.1 µM), for the others: top-dose growth rescue, usual class: activators | hit rate 0.063% among 410,000 | yeast expressing A-beta42, growth rescue, OD600, 48 h; response scale: 0% DMSO, 100% iron-clioquinol control; note: potency is the fitted concentration of half-maximal effect; nearly all actives have a fitted effect of over 55% in size
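Growth rescue measured by 600 nm absorbance after 48 h yeast culture at 30 C with compound. Values normalized between DMSO and an equimolar ferric chloride plus clioquinol control.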
* marks the source's active call; other numbers are inactive results; ? = inconclusive; / = no result given; & = joins results of further samples; [ ] = dose if it differs, or a comment. Unless noted, calls come from the whole dose curve; as a rule, active = well fitted curve in the direction sought with a large enough effect; inconclusive = small, poorly fitted or top-dose-only effect, or another doubt; inactive = no such curve, though single readings can be large; an effect the other way counts as inactive or inconclusive. This is a subset; the hit share may differ from the screen's.

Order of values: EPAC1 antagonist | Abeta yeast res | aSyn rescue | IL2 activator | EPAC1 agonist | PI5P4Ka inh | PLK1 PBD block | WRN helicase inh | FUS suppressor
- CN1CCC23c4c5ccc(O)c4O[C@@H]2[C@H](O)C=CC3C1C5 (some centres not stated)
  -11% | 2% | 2% | -0.3 | 1% | -1 | -7% | 3% | -39%
- Clc1cnc(Oc2ccc(Oc3ncc(Cl)cc3Cl)cc2)c(Cl)c1
  11% | 3% | -6%&-1% | 1.9 | 4% | / | -4% | -11% | -2%
- c1cncc(CNC2=NCCCCC2)c1
  -1% | -3% | -6% | 0.1 | 5% | / | -7% | 9% | 18%
- CC1=C2C3OC(=O)C(C)C3CC[C@@]2(C)C=CC1=O (some centres not stated)
  -4% | -11% | 2% | 0.7 | -11% | -5 | -5% | 7% | -45%
- CCOc1ccccc1-n1c(O)c(C=Nc2c(C)n(C)n(-c3ccccc3)c2=O)c(=O)[nH]c1=O
  5% | -9% | -7% | 0.4 | 1% | / | -13% | -5% | 4%
- COC(=O)C1=C(c2cc3ccccc3s2)C[C@@H]2CC[C@H]1N2C(=O)NCc1cccc2ccccc12
  -3% | -3% | 5% | -0.6 | -4% | 1 | -3% | -1% | ?
- OCC(Br)CBr (configuration not stated)
  -13% | -20% | -2% | 0.1 | -14% | -7 | -8% | 9% | -48%
- Cc1cccc(OP(=O)(Oc2ccccc2)OC(c2ccccc2)C(F)(F)F)c1 (configuration not stated)
  -21% | 11% | 3% | -2.6 | -6% | -1 | 5% | -7% | 0%
- OC1C2CN3CN(C2)CC1(c1ccccc1)C3 (configuration not stated)
  -16% | 7% | -2% | -5.6 | 10% | 0 | -14% | 0% | -20%
- CCCCCCCCCCCCn1ccc(=N)cc1
  -8% | -92%[inhibitor] | -36%[inhibitor] | -4.4 | 0% | -9 | -4% | -5% | 12%
- CCOc1cc(C=C2C(=O)NC(=O)NC2=O)ccc1OCC(=O)N1CCOCC1
  -5% | 0% | -6% | 0.0 | -9% | ? | ? | ? | 5%
- O=[N+]([O-])c1ccc(NCc2ccc(Cl)cc2)c2ccncc12
  13% | 2% | 7% | -0.1 | -5% | -2 | -8% | 21% | 1%
- CCOC(=O)c1ccc(N2C(=O)CC(N3CC=C(c4ccc(F)cc4)CC3)C2=O)cc1 (configuration not stated)
  -1% | -16% | 11% | 1.7 | 7% | 1 | -16% | 5%[57.1 µM] | ?
- O=[N+]([O-])c1cc([As](=O)(O)O)ccc1O
  5% | -16% | 3% | -0.1 | -5% | -1 | -4% | 2% | -24%
- CCOC(=O)c1c(N)n(CCN2CCOCC2)c2nc3ccccc3nc12
  -14% | 20% | -7% | -0.5 | 0% | / | 2% | -26% | -10%
- NP(=O)(OCCCc1ccccc1)Oc1ccc(Cl)cc1 (configuration not stated)
  -17% | 17% | 11% | -0.4 | -24% | 4 | 2% | -1% | -27%
- CC[C@H](C)/C=C(C)/C=C/C1=CC2=C(Cl)C(=O)[C@](C)(OC(C)=O)C(=O)C2=CO1
  ? | -93%[inhibitor] | -86%[inhibitor] | -0.2 | 12% | -104* | 1.1µM* | 50µM* | ?
- CCCCCCCn1c(=O)c(C(=O)Nc2cnccn2)c(O)c2ccccc21
  21% | -19% | 0% | -2.1 | -4% | 0 | 0% | -1% | 7%
- Cn1c(O)c(C2=NN(C(=O)CCl)C(c3ccccc3)C2)c(=O)n(C)c1=O (configuration not stated)
  -29% | 8% | -13% | 0.8 | 9% | 0 | -5% | 2% | 27%
- Nc1c(C(=O)NCCN2CCOCC2)c2nc3ccccc3nc2n1Cc1ccco1
  3% | 8% | -9% | -0.6 | 5% | -13 | -2% | ? | 36%
- Cc1ccccc1NC(=O)c1cc(-c2ccccc2)n(CCCN2CCOCC2)c1C
  7% | 1% | 11% | -0.3 | 1% | -2 | 3% | -16% | 11%
- CN(CCCCC(=O)/C=N/O)Cc1ccccc1 (tested in a mixture with another compound)
  -5% | 15% | 0% | -1.1 | 1% | 3 | -2% | 3% | -6%
- NC(=O)OCCCc1ccccc1
  3% | 17% | 4% | -0.1 | 5% | 2 | -6% | -2% | -34%
- COc1ccc(CCn2c(O)c(C=NCc3cccnc3)c(=O)[nH]c2=O)cc1OC
  7% | ? | 5% | -0.4 | 0% | -15 | 27µM* | 7% | -11%
- O=c1[nH]c(=O)n(-c2ccc(Br)cc2)c(O)c1C=NCCN1CCCCC1
  4% | -20% | -7% | -3.0 | 4% | -2 | -10% | -3% | 10%
- CN(C)CCCNCC(=O)Nc1ccc(Cl)cc1C(=O)c1ccccc1
  1% | 4% | 5% | -1.6 | 9% | -4 | 7% | 1% | -14%
- Cc1cc(/C=C2\C(=O)NC(=O)N(c3ccccc3)C2=O)c(C)n1-c1ccc(C(=O)O)c(Cl)c1
  3% | -7% | -2% | -0.5 | 10% | ? | ? | -9%[11.6 µM] | 0%
- Cc1ccc2c(c1Cl)NC(C(=O)O)C1CC(Sc3ccccc3[N+](=O)[O-])C(Cl)C21 (configuration not stated)
  -22% | ? | -1% | -0.5 | 14% | ? | 27µM* | -9%[11.6 µM] | 25%
- COc1cc2c(c(OC)c1OC)-c1ccc(O)cc1C(NC(C)=O)CC2 (configuration not stated)
  -25% | -2% | -4% | -0.7 | -4% | -5 | -1% | -7% | 9%
- CCOC(=O)c1cc2ccccc2n1C1CCN(Cc2ccccc2)CC1
  -16% | 2% | -8% | 0.4 | -3% | -1 | 1% | -4% | 5%
- CC(C)(CN)CC(=O)O
  -1% | -14% | -19% | 1.2 | -2% | -13 | -8% | -4% | 16%
- CCn1c(C)c(C(=O)O)c2cc(OC)ccc21
  -5% | 5% | 9% | -1.2 | 1% | 2 | -6% | -1% | -9%
- C=C1C(=O)OC2CC3(C)OC3CCC(C)=CC(OC(C)=O)C12 (configuration not stated)
  2% | -8% | 5% | -5.4 | -3% | -7 | -27% | -3% | /
- COc1ccc2[nH]c3c(c2c1)CCNC3
  5% | -3% | -10%&-1% | 0.0 | -28% | 13 | 3% | -4% | -1%
- CNC(C(=O)c1ccccc1)C(OC)c1ccccc1 (configuration not stated)
  16% | 12% | -9% | -0.6 | -1% | 1 | -6% | 4% | -14%
- CCc1c(C(=O)NN2C(=O)C3C4CCC(O4)C3C2=O)csc1C (configuration not stated)
  11% | -17% | 0% | -0.6 | -3% | -5 | -2% | 4% | -12%
- CC1CC(C)CN(CC(=O)c2ccc(OC(F)F)cc2)C1 (configuration not stated)
  -5% | 5% | -1% | 0.3 | -3% | 3 | -2% | 8% | 8%
- COC(=O)C1=C(c2ccc(-c3ccccc3)c(F)c2)C[C@@H]2CC[C@H]1N2C(=O)NCCO
  -9% | -7% | 6% | 1.3 | -12% | 3 | -12% | -6% | 19%
- COCCCNC(=O)c1c(NC(=O)c2ccccc2Cl)n(Cc2ccccc2)c2nc3ccccc3nc12
  -3% | 20% | -3% | -2.3 | 8% | 3 | 14% | 2% | 13%
- BrCC(Br)(Br)Br
  -1% | -2% | ? | -0.4 | 5% | 9 | -25% | -9% | -39%
- CC1c2ccccc2-n2nncc2CN1CC1CCCCC1 (configuration not stated)
  5% | -1% | -3% | 1.1 | -4% | 3 | -16% | 0% | -9%
- COc1cc(CN2CCN(c3cc(C)ccc3C)CC2)ccc1O
  3% | 0% | 2% | -0.4 | 2% | -4 | -4% | -2% | -17%
- O=C1NC(=O)C(=Cc2ccc3ccccc3c2)C(=O)N1
  -18% | 1% | 4% | 1.9 | -7% | -79* | 4.2µM* | -25% | -15%
- COc1c(C)cc(C(=O)C2CCCN(Cc3cnc(C)s3)C2)cc1C (configuration not stated)
  -8% | -15% | -8% | -0.1 | 2% | -9 | -12% | -12% | 6%
- CCOC(=O)[C@]12Cc3cc(OC)ccc3[C@H]1N(C)C(=O)c1cc(OC)ccc12
  -8% | -5% | 4% | -1.1 | 7% | 0 | 9.5µM* | 2% | 12%
- CC(=O)O[C@H]1CC[C@@]2(C)C(=CC[C@@H]3[C@@H]2CC[C@]2(C)C(=O)CC[C@@H]32)C1
  -13% | -37%[inhibitor] | ? | -0.6 | -18% | 10 | 1% | -5% | 9%
- O=C1NC(=O)C(=Cc2ccsc2)C(=O)N1
  -3% | -3% | 4% | 0.6 | 10% | ? | 6.7µM* | ? | 2%
- Cc1cc(C)cc(N2C(=O)NC(=O)/C(=C\c3cccn3-c3ccc(Cl)cc3)C2=O)c1
  -13% | 3% | 9% | 4.3 | 3% | ? | 1.2µM* | -12%[57.1 µM] | 26%
- CCOc1cccc(CNCCc2c(C)[nH]c3ccc(OC(F)(F)F)cc23)c1O
  -21% | -2% | -5% | -3.7 | 5% | 1 | -2% | -3% | 6%
- COc1ccc(CCNCC2CCCO2)cc1 (configuration not stated)
  5% | -8% | -2% | 1.3 | -5% | 0 | -12% | 2% | -22%
- COc1cccc(Oc2c(C)oc3cc(OC(=O)N(C)C)ccc3c2=O)c1
  -9% | 0% | 2% | -0.5 | 7% | / | -7% | 15% | 20%
- COC(=O)C1C2c3ccccc3OC1(C)N=c1s/c(=C/c3cnn(C)c3)c(=O)n12 (configuration not stated)
  -11% | -33%[inhibitor] | 2% | 1.5 | 0% | 3 | -16% | 0% | 3%

Some entries already given, limited to Abeta yeast res, EPAC1 antagonist and EPAC1 agonist.
smiles	Abeta yeast res	EPAC1 antagonist	EPAC1 agonist
COc1cccc(Oc2c(C)oc3cc(OC(=O)N(C)C)ccc3c2=O)c1	0%	-9%	7%
COC(=O)C1C2c3ccccc3OC1(C)N=c1s/c(=C/c3cnn(C)c3)c(=O)n12 (configuration not stated)	-33%[inhibitor]	-11%	0%
